# Screening results (PubChem BioAssay)
# MBD2 inh: MBD2-methylated oligo binding inhibition; 0.31% of 370,000 active; TR-FRET, MBD2 binding to methylated oligonucleotide; Q9UBB5; AID 686964; inhibition, % at 4.4 µM; in the data active = inhibition above about 13%
# HTRA1 inhibitor: blocks human HTRA1 serine peptidase; 0.5% of 340,000 active; Q92743; recombinant HTRA1, FP-rhodamine activity-based probe, fluorescence polarization; inhibition, % at 5.96 µM; in the data active = inhibition above about 36%;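 also: 0% = enzyme with DMSO and 100% = wells lacking enzyme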
# ABHD4 inh: inhibitors of mouse ABHD4. 0.54% of 370,000 active. purified mABHD4, FP-Rh probe fluorescence polarization. inhibition, % at 8.92 µM. AID 720543;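 active = inhibition exceeding the mean over every tested compound plus 3 SD, cut at about 30% in these data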;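 also: 0% = plate median of compound wells and 100% = S159A mutant with DMSO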
#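 Assay system: mABHD4 protein; medium: HEPES pH 7.0, NaCl, Pluronic buffer; dosing: 8.92 µM, single dose; schedule: 45 min + 60 min at 25 °C; signal: FP readout, ex 525 nm / em 598 nm; read-out: normalized percent inhibition of probe labeling; repeats: single replicate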
# LEDGF integ inh: blocks HIV-1 LEDGF/p75-dependent DNA integration; 0.64% of 370,000 active; TR-FRET IN-LEDGF/p75 DNA integration, Eu/Cy5; inhibition, % at 3.7 µM; AID 743269;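 active = inhibition above the screen-wide mean plus 3 SD, cut at about 13% in these data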;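 also: signal is the Cy5 over europium emission ratio at 671 and 618 nm; 0% = plate median of compound wells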
# rCAG RNA binder: binds r(CAG) RNA repeats. inhibition, % at 3 µM. r(CAG) RNA repeat, TO-PRO-1 dye displacement fluorescence. 1.3% of 370,000 active;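 active = inhibition above the plate cutoff, the mean of all test compounds on that plate plus 3 SD, cut at about 35% in these data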;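 also: 0% = DMSO alone and 100% = 100 µM mitoxantrone as full dye displacement; higher means more dye released from RNA so lower well fluorescence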
# TDP2 inh: TDP2 (human) inhibition, absorbance primary screen. O95551. recombinant TDP2, T5PNP hydrolysis, p-nitrophenol absorbance 415 nm. inhibition, % at 12.8 µM. 0.34% of 370,000 active;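 active = inhibition above the mean of all tested compounds plus 3 SD, set per campaign, cut at about 25% in these data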;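 also: 0% = DMSO with enzyme and 100% = buffer with substrate but no TDP2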
# Target sequence (O95551 whole entry, looked up): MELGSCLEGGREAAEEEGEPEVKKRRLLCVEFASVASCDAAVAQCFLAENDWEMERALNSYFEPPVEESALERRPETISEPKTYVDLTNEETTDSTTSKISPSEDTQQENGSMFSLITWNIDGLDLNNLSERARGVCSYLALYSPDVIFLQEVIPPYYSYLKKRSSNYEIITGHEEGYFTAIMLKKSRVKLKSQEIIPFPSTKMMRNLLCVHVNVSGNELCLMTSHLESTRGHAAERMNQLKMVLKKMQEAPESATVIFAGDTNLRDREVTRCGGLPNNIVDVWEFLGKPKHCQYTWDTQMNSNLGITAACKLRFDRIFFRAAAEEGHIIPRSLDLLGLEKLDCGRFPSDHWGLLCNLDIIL
#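 System – recombinant human TDP2 · Quantity – TDP2 enzyme at 120 nM final · Doses – single concentration, 12.8 µM nominal, with 1% DMSO · Incubation – 2 h at 37 °C · Measured by – epi absorbance of p-nitrophenol freed from T5PNP by hydrolysis · Read-out – % inhibition relative to enzyme-containing and enzyme-free wells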
# SIAE primary: inhibitors of human sialic acid acetylesterase SIAE. Q9HAT2. SIAE FP-Rh probe binding, fluorescence polarization. inhibition, % at 9.66 µM. 0.69% of 370,000 active. AID 1053197;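 active = inhibition above a cutoff: mean of compounds within the control limits plus 3 SD of those, cut at about 17% in these data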;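 also: 0% = plate median of compound wells and 100% = probe without SIAE protein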
# GC-B act: GC-B (human) receptor activation. P20594. HEK293-GC-B cells, CNP EC30, cGMP TR-FRET; 0% at EC30 CNP, 100% saturating CNP. activation, % at 10 µM. 0.11% of 370,000 active. AID 1920062;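 active = activation at 10 µM reaching about 35% in either raw or pattern-adjusted values, limit read from the data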
# TCR-CD3 inh: human TCR-CD3 binding inhibition; TAMRA-labeled TCR probe fluorescence, biochemical; inhibition, % at 9.4 µM; 0.37% of 360,000 active; AID 651800; in the data active = inhibition above about 19%;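 also: recombinant mutant TCR 2C K166C tagged with TAMRA read by polarization; 0% = receptor in buffer alone and 100% = receptor with positive control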
# PRMT1 inh: blocks human protein arginine methyltransferase 1; recombinant PRMT1, activity-based probe fluorescence polarization; inhibition, % at 2.79 µM; 1.3% of 370,000 active;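 active = inhibition above about 21% made by adding two undisclosed values, limit read from the data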
# Target sequence (Q99873 whole entry, looked up): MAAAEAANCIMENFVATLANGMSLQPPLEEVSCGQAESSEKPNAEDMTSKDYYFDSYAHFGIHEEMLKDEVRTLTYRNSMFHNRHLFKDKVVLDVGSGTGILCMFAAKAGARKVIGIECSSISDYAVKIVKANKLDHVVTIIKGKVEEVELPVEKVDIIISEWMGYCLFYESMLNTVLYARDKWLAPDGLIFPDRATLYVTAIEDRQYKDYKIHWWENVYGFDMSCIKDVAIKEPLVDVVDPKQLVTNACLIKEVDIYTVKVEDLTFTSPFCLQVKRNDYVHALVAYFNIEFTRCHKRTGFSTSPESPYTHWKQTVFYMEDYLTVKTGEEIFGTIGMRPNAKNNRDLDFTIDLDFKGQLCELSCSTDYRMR
# The depositor's hits bear a star; nt = no result given.
# The line under a structure holds: MBD2 inh | HTRA1 inhibitor | ABHD4 inh | LEDGF integ inh | rCAG RNA binder | TDP2 inh | SIAE primary | GC-B act | TCR-CD3 inh | PRMT1 inh
1. O=C(Nc1ccc(-c2nc3cccnc3s2)cc1)c1ccc(Br)o1
→ -10 | -6 | -3 | 1 | 7 | 2 | -42 | 0 | 11 | -3
2. CC(C)Oc1ccc(C(=O)NC2CCS(=O)(=O)C2)cc1 (centres undefined)
→ -1 | 7 | -6 | -1 | -1 | -6 | -6 | 3 | -4 | 0
3. CC(NC(=O)COC(=O)CNS(=O)(=O)/C=C/c1ccccc1)c1ccccc1 (centres undefined)
→ -5 | -12 | 8 | 3 | 0 | 1 | -5 | 0 | -1 | -3
4. CCCCC(=O)NC(c1ccc(Cl)cc1)c1ccc2cccnc2c1O (centres undefined)
→ -6 | 40* | 14 | 2 | 0 | -25 | 13 | -1 | -4 | -8
5. C=CCn1c(CC(=O)OC)csc1=Nc1ccc(C(C)=O)cc1
→ 4 | 4 | 7 | 0 | -6 | 2 | -6 | -5 | 1 | 0
6. CCOC(=O)C(Cc1ccccc1)C1(C)Oc2ccccc2O1 (centres undefined)
→ 1 | nt | -15 | 4 | 1 | -9 | -3 | -2 | -2 | -4
7. C[C@H](CO)N1C[C@H](C)[C@H](CN(C)C(=O)N[C@H](C)c2ccccc2)OCc2ccccc2-c2c(n(C)c3ccccc23)C1=O
→ 2 | -11 | -1 | -4 | 7 | 4 | 3 | -5 | -3 | 2
8. CS(=O)(=O)c1ccc2nc(NC(=O)Nc3cccc(Cl)c3)sc2c1
→ 0 | -30 | -20 | 1 | 71* | 5 | -56 | 1 | 9 | 0
9. C=CCn1c(=O)c(C(=O)NCc2ccccc2Cl)c(O)c2ccccc21
→ -1 | -1 | 5 | 0 | 0 | 13 | -5 | 4 | -3 | 1
10. Nc1ccc2oc(-c3ccccn3)nc2c1
→ 0 | 11 | 7 | 0 | 5 | -2 | 2 | 5 | 2 | -2

# Single records, as listed above. Order of screens: MBD2 inh | HTRA1 inhibitor | ABHD4 inh | LEDGF integ inh | rCAG RNA binder | TDP2 inh | SIAE primary | GC-B act | TCR-CD3 inh | PRMT1 inh
# Nc1ccc2oc(-c3ccccn3)nc2c1 is listed with 0 | 11 | 7 | 0 | 5 | -2 | 2 | 5 | 2 | -2
# O=C(Nc1ccc(-c2nc3cccnc3s2)cc1)c1ccc(Br)o1 is listed with -10 | -6 | -3 | 1 | 7 | 2 | -42 | 0 | 11 | -3
# C[C@H](CO)N1C[C@H](C)[C@H](CN(C)C(=O)N[C@H](C)c2ccccc2)OCc2ccccc2-c2c(n(C)c3ccccc23)C1=O is listed with 2 | -11 | -1 | -4 | 7 | 4 | 3 | -5 | -3 | 2
# CCCCC(=O)NC(c1ccc(Cl)cc1)c1ccc2cccnc2c1O (centres undefined) is listed with -6 | 40* | 14 | 2 | 0 | -25 | 13 | -1 | -4 | -8
# CCOC(=O)C(Cc1ccccc1)C1(C)Oc2ccccc2O1 (centres undefined) is listed with 1 | nt | -15 | 4 | 1 | -9 | -3 | -2 | -2 | -4

# The list continues:
# The line under a structure holds: MBD2 inh | HTRA1 inhibitor | ABHD4 inh | LEDGF integ inh | rCAG RNA binder | TDP2 inh | SIAE primary | GC-B act | TCR-CD3 inh | PRMT1 inh
11. CC1(C)CC(=O)C(C=NCCN2CCN(C3CC(=O)N(c4ccc(Br)cc4)C3=O)CC2)=C(O)C1 (centres undefined)
→ 4 | nt | 4 | 1 | -3 | 8 | -4 | 4 | -4 | 4
12. Cc1cc(S(=O)(=O)N2CCCc3ccccc32)ccc1-n1cnnn1
→ 3 | -10 | 0 | 0 | 0 | 8 | 1 | -2 | 0 | 3
13. Cc1ccc(CN2CCC2(C)C(=O)NC(C)C)cc1 (centres undefined)
→ -1 | nt | -9 | 7 | -2 | -11 | -3 | -2 | -4 | 3
14. Cc1c(Cc2ccccc2)c(=O)oc2cc(OCC(=O)NCc3ccccn3)ccc12
→ 0 | -8 | 4 | 0 | -4 | -4 | -11 | -1 | 6 | 1
15. Cc1cc(-c2ccc(/C=N/n3cnnc3)o2)ccc1Cl
→ 2 | -11 | -6 | -5 | 5 | -10 | -3 | -8 | -6 | 3
16. CCN1C(=O)/C(=C\c2ccc3c(c2)OCO3)C(C(=O)OC)=C1C
→ 1 | 7 | 0 | 0 | -3 | 8 | 5 | 0 | 1 | -2
17. O=C(Nc1ccc(C(O)(C(F)(F)F)C(F)(F)F)cc1)c1c(F)cccc1F
→ 2 | nt | -33 | -5 | nt | 6 | -9 | -7 | nt | 3
18. COc1ccc(NC(=O)Cc2c[nH]c3ccccc23)cc1S(=O)(=O)N1CCOCC1
→ 0 | -1 | 0 | -1 | 2 | 6 | -5 | 2 | 3 | 1
19. Cc1ccccc1-n1c(SCC(=O)N/N=C/c2c(C)nn(-c3ccccc3)c2C)nc2ccccc2c1=O
→ -2 | -53 | -22 | 1 | 10 | -4 | -26 | 7 | -4 | -1
20. C/C(=N\NC(=O)c1cccc(S(=O)(=O)N2CCOCC2)c1)c1ccc(OC(F)F)cc1
→ 4 | -5 | 2 | -1 | 4 | 9 | 3 | -3 | 0 | 0
21. Cn1c(C2=C(O)CN(Cc3ccccc3)C2=N)[n+](C)c2ccccc21
→ 3 | 8 | -6 | 2 | 2 | 1 | -7 | 8 | 2 | -2
22. CCCCOc1ccc(/C(N)=N/O)cc1
→ -3 | 5 | -2 | 0 | 0 | 3 | 7 | -2 | 9 | -1
23. O=S1(=O)c2ccccc2C(O)(c2ccccc2)c2ccccc21
→ -2 | -5 | -5 | -3 | 1 | -3 | -6 | 3 | 2 | 1
24. COC(=O)CC1C(=O)NCCN1C(=S)NC(=O)C(c1ccccc1)c1ccccc1 (centres undefined)
→ 1 | -1 | 0 | -2 | 2 | -4 | -2 | -2 | -2 | 2
25. CC(C)(C)C1CCc2onc(C(=O)Nc3cnn(Cc4ccc(F)cc4)c3)c2C1 (centres undefined)
→ 0 | -9 | 1 | 2 | 8 | -8 | 3 | -6 | -1 | -3
26. COc1cccc(C(=O)Nc2ccc(C(=O)NCC(C)C)cc2)c1
→ 2 | -12 | -1 | -1 | -1 | 11 | -3 | -3 | -4 | 1
27. CC(C)C(NC(=O)c1ccccc1NC(=O)c1ccccc1)C(=O)NNC(=O)c1ccncc1 (centres undefined)
→ 4 | 4 | 2 | -3 | 1 | 8 | -2 | 0 | -6 | 1
28. O=C(NCc1nnc2c(C(F)(F)F)cc(Cl)cn12)C1CCCC1
→ -4 | 2 | 1 | -4 | 2 | -9 | 1 | 2 | -6 | 6
29. COc1cccc(C(C(=O)NC(C)(C)C)N(CCc2ccccc2)C(=O)CCC(=O)Nc2cc(C)on2)c1OC (centres undefined)
→ -1 | -15 | 6 | 0 | -4 | 4 | -1 | -2 | 3 | -5
30. COC(=O)c1c(NC(=O)c2cccc(S(=O)(=O)N3CCN(C)CC3)c2)sc(C)c1C
→ 1 | -16 | -1 | -2 | 10 | -5 | -2 | 3 | 3 | 0

# Some of the entries above, set out differently.
(25) CC(C)(C)C1CCc2onc(C(=O)Nc3cnn(Cc4ccc(F)cc4)c3)c2C1 (centres undefined)
(26) COc1cccc(C(=O)Nc2ccc(C(=O)NCC(C)C)cc2)c1
(27) CC(C)C(NC(=O)c1ccccc1NC(=O)c1ccccc1)C(=O)NNC(=O)c1ccncc1 (centres undefined)
(28) O=C(NCc1nnc2c(C(F)(F)F)cc(Cl)cn12)C1CCCC1

Compound,25,26,27,28
MBD2 inh,0,2,4,-4
HTRA1 inhibitor,-9,-12,4,2
ABHD4 inh,1,-1,2,1
LEDGF integ inh,2,-1,-3,-4
rCAG RNA binder,8,-1,1,2
TDP2 inh,-8,11,8,-9
SIAE primary,3,-3,-2,1
GC-B act,-6,-3,0,2
TCR-CD3 inh,-1,-4,-6,-6
PRMT1 inh,-3,1,1,6

# Following part.
# The line under a structure holds: MBD2 inh | HTRA1 inhibitor | ABHD4 inh | LEDGF integ inh | rCAG RNA binder | TDP2 inh | SIAE primary | GC-B act | TCR-CD3 inh | PRMT1 inh
31. Cc1cc(C(=O)N/N=C/c2ccc3ccccc3c2)n[nH]1
→ -5 | -4 | 5 | -3 | -1 | -12 | 3 | -7 | -6 | 2
32. COc1ccc(Cl)c2sc(N(CCN(C)C)C(=O)C3=COCCO3)nc12
→ -1 | -5 | 5 | 2 | 2 | 10 | 6 | -1 | 6 | -3
33. O=C(c1ccc(S(=O)(=O)Nc2ccccc2)cc1)N1CCCC1
→ -6 | 1 | 1 | 4 | 0 | -18 | 9 | 1 | 1 | -5
34. COc1ccccc1NC(=O)COC(=O)c1c[nH]c(=O)[nH]c1=O
→ 2 | 0 | 2 | -2 | -2 | 5 | -4 | 4 | 0 | -1
35. Cc1ccccc1-n1ccnc1SCC(=O)NCc1ccco1
→ -4 | 6 | -2 | 3 | 0 | -2 | -1 | 2 | 4 | 1
36. Cc1cc(Br)c(Cl)cc1NC(=O)CN1C(=O)C2C3CC(c4ccccc4)C(C3)C2C1=O (centres undefined)
→ -2 | -61 | -29 | -4 | 10 | 2 | -30 | -1 | 8 | -2
37. O=C(NCCCCCCCCNC(=O)c1cccc2ccccc12)c1cccc2ccccc12
→ 2 | -3 | 0 | 2 | 1 | -8 | -11 | 6 | 1 | -4
38. CCC(CC)NC(=O)/C=C/c1ccccc1Cl
→ 1 | -5 | 0 | 0 | -2 | -10 | 1 | 1 | 11 | -3
39. Cc1ccccc1-n1c(SC2CCOC2=O)nnc1-c1ccncc1 (centres undefined)
→ 2 | 5 | 0 | -2 | 2 | 18 | 2 | -2 | 0 | 2
40. CCOC(=O)[C@@H]1[C@H]2COc3cc(OC)ccc3[C@@H]2N2C(=O)N(c3ccc(Br)cc3)C(=O)[C@]12C
→ 0 | -32 | -4 | 1 | 4 | -1 | -3 | -4 | -7 | 0
41. CCOc1ccccc1CNn1cnnc1
→ 0 | 5 | -2 | -1 | -1 | 11 | 1 | -4 | -6 | 0
42. O=C(Nc1ccc(Cl)cc1)C1CCC(=O)N1Cc1ccccc1Cl (centres undefined)
→ 0 | -2 | 2 | 1 | 0 | 3 | -5 | -1 | 5 | -2

# This is a subset; rates above refer to the full screens.
